M1AAP inhibition: malaria alanyl aminopeptidase activity blockers – biochemical, fluorogenic H-Leu-NHMec substrate, 1536-well (AID 1445); recombinant M1AAP, H-Leu-NHMec fluorogenic kinetic assay; higher % means a stronger effect; 220,000 tested, 0.42% active; inhibition, % at 30 µM, or IC50 in µM where a hit was titrated;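 active means primary inhibition above the hit cutoff, then over 50% inhibition at one or more dose response concentrations, cut at about 23% in these data, passing the limit was not always enough; inconclusive means conflicting primary data, or primary hits not chosen for dose response; inactive means low primary inhibition, or under 50% at every dose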;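 further: plate controls were DMSO full reaction for no effect and no enzyme background for full effect; strong numbers were not always called active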
GPR55 beta-arrestin: GPR55 agonists via beta-arrestin recruitment, primary screen, imaging, U2OS cells, beta-arrestin-GFP redistribution (AID 1961); U2OS GPR55 beta-arrestin-GFP redistribution imaging; higher % means a stronger effect; activation, % at 10 µM; hits with a dose series show EC50 in µM; 290,000 tested, 0.048% active;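 active means activation above 40% with more than 50 cells counted in the well; inconclusive means wells holding fewer than 50 cells, flagged as toxic or sparse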;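 further: U2OS osteosarcoma cells stably expressing GPR55 and beta-arrestin-GFP; plate controls were DMSO negative control for no effect and LPI positive control for full effect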
HEK293 NOD2/NF-kB: NOD2 signaling inhibitors, cell-based, luminescence, uHTS, HEK293 (AID 1566); 290,000 tested, 0.63% active; HEK293 NOD2/NF-kB luciferase reporter, luminescence; higher % means a stronger effect; one-dose inhibition, % at 4 µM; EC50 in µM for titrated hits; further: many of its hits are not listed in these tables
KOR beta-arrestin-1: KOR antagonists, beta-arrestin recruitment, cell-based, luminescence, uHTS (AID 1778). KOR beta-arrestin recruitment, luminescence, antagonist mode; higher % means a stronger effect. one-dose inhibition, % at 10 µM; IC50 in µM for titrated hits. 290,000 tested, 0.091% active; further: strong numbers were not always called active
NOD1 NF-kB reporter: inhibition of NOD1-driven NF-kB reporter – cell-based, luminescence, uHTS, primary screen (AID 1578); NOD1-driven NF-kB luciferase reporter cells, luminescence; higher % means a stronger effect; inhibition, % at 4 µM, or EC50 in µM where a hit was titrated; 290,000 tested, 1% active; in the data active means inhibition mostly above about 36%, no sharp cut-off; inactive means mostly below about 34%;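 further: HEK-293T reporter cells stimulated with the NOD1 agonist gamma-tri-DAP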
KOR beta-arrestin-2: KOR agonists, beta-arrestin recruitment, primary screen, cell-based, luminescence, uHTS (AID 1777); KOR beta-arrestin recruitment, luminescence; higher % means a stronger effect; one-dose activation, % at 10 µM; EC50 in µM for titrated hits; 280,000 tested, 0.02% active; in the data active means activation above about 50%, passing the limit was not always enough; further: a part of the inactive calls stands beside numbers as strong as those of hits
AID2073: inhibitors of Mint1-CaV2.2 protein interaction, biochemical, HTRF (AID 2073). one-dose inhibition, % at 20 µM; IC50 in µM for titrated hits. 290,000 tested, 0.19% active. HTRF protein-protein interaction, Mint1-CaV2.2; higher % means a stronger effect; in the data active means inhibition mostly above about 51%, no sharp cut-off; inconclusive means no clear call, values can overlap the other calls; inactive means mostly below about 53%; further: some results filed as inactive read as strong as hits
P. falciparum M17LAP: P. falciparum M17LAP inhibitors, primary screen, biochemical, fluorogenic H-Leu-NHMec substrate, 1536-well (AID 1619); recombinant M17LAP, H-Leu-NHMec fluorogenic kinetic assay; higher % means a stronger effect; inhibition, % at 30 µM; hits with a dose series show IC50 in µM; 220,000 tested, 0.38% active;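 active means compound inhibiting the enzyme by more than half at any dose during confirmatory dose-response retesting; inconclusive means strong single-dose inhibitors picked by rank but not retested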;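 further: plate controls were full reaction with DMSO carrier for no effect and no enzyme background for full effect; strong numbers were not always called active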
Dynein cargo inh: dynein cargo transport inhibition | 3617.4 mouse cells, GR-EGFP nuclear translocation imaging; test concentration mostly 20 µM; stimulated with dexamethasone, 1 µM; active compounds read low | z-score, hits read low | 220,000 tested, 0.47% active | AID 1381;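 active means plate z-score of nuclear minus cytoplasmic receptor signal below a set negative limit, without overly bright fluorescence or cell loss, cut at about -3.5 in these data, passing the limit was not always enough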;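 further: z-score of nuclear minus cytoplasmic ring GR-EGFP intensity difference per well; some compounds called inactive have numbers as strong as hits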
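Medium: Induction medium lacking tetracycline, stripped serum | Probe or stimulus: 1.0 µM final dexamethasone stimulus | Schedule: 48 h induction, then 1 h compound, then 30 min agonist, 37 °C | Signal: Automated 10x imaging of fixed Hoechst-stained cells | Evaluation: Per-cell GR-EGFP intensity, nucleus versus surrounding cytoplasmic ring, well-averaged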
Dynein cargo inh cytoplasmic EGFP: second read-out of Dynein cargo inh, no call of its own (marks repeat the call); z-score; measured here: cytoplasmic GR-EGFP intensity; active compounds read high
Dynein cargo inh nuclear GR-EGFP: second read-out of Dynein cargo inh, no call of its own (marks repeat the call); z-score; measured here: nuclear GR-EGFP intensity;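 lower value marks the stronger effect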
Dynein cargo inh cell count: second read-out of Dynein cargo inh, no call of its own (marks repeat the call); z-score; measured here: cell count per field
An asterisk follows results filed as active; ? = inconclusive; / = not tested or not shown; [ ] = dose if it differs, or a comment. Unless noted, no stated cut-off is given here; in the data, active means inhibition above about 50%; inactive means the rest. Some of the compounds tested; the hit share may differ from the screen's.

Sequence of screens: M1AAP inhibition	GPR55 beta-arrestin	HEK293 NOD2/NF-kB	KOR beta-arrestin-1	NOD1 NF-kB reporter	KOR beta-arrestin-2	AID2073	P. falciparum M17LAP	Dynein cargo inh	Dynein cargo inh cytoplasmic EGFP	Dynein cargo inh nuclear GR-EGFP	Dynein cargo inh cell count
- Cc1ccc2c(c1)sc(=NC(=O)c1cccs1)n2C
    5%	0.5%	-11%	-2%	44%	-2.6%	21%	8%	-1.1	-0.36	-0.53	0.78
- O=C(O)CSc1c2c(nc3cc(C(=O)Nc4cccc(C(F)(F)F)c4)ccc13)CCCC2
    /	-0.2%	0%	-26%	0%	-0.6%	25%	/	/	/	/	/
- CCN(CC)C(=O)c1cc2sc3ccccc3c2s1
    6%	-0.1%	-85%	-1%	-94%	3.4%	4%	0%	0.036	0.32	0.23	0.96
- COc1cc2c(cc1OC)C(c1ccccc1)N(C(=O)CCl)CC2 (stereo not drawn)
    1%	0.2%	-1%	20%	44%	1.7%	12%	0%	-3.2	1.5	-1.3	-0.12
- CC(CC(=O)NC1CCCCC1)S(=O)(=O)c1ccc2c(c1)NC(=O)CO2 (stereo not drawn)
    /	0.4%	7%	-25%	-4%	7.4%	-2%	/	/	/	/	/
- O=C(NC(=S)NCCC1=CCCCC1)c1cccnc1
    4%	0.2%	18%	23%[20 µM]	-9%	-8.5%	12%	23%	-0.21	-0.31	0.018	0.66
- Cc1c(Cl)c([N+](=O)[O-])nn1CC(=O)NC1CCCCC1
    -1%	-0.1%	1%	18%	0%	-2.8%	-5%	4%	-0.68	-0.18	0.15	-0.098
- O=C1C(CCCNC(=S)NCc2ccccc2)NC(=S)N1Cc1ccccc1 (stereo not drawn)
    12%	-0.3%	7%	2%	-17%	5.4%	-6%	4%	0.25	-0.15	-0.043	-0.13
- COc1ccccc1CN(C)C(=O)c1cnc(C)cn1
    /	0.4%	11%	-9%	-2%	0.2%	6%	/	/	/	/	/
- CC(C)(C)C(=O)OCc1nc(-c2ccc(F)cc2)cs1
    2%	-0.2%	-5%	-11%	-11%	4.6%	21%	-10%	0.7	-0.27	0.32	0.51
- O=C(Nc1cccc2cccnc12)c1cccc2ccccc12
    3%	-0.1%	20%	22%	-30%	-0.6%	1%	7%	0.24	0.022	0.55	-0.61
- Cc1cccc(-c2oc(C)c(C)[n+]2[O-])c1
    3%	0.0%	1%	-17%	-11%	5.7%	-5%	22%	0.72	-0.0097	0.49	-0.27
- CSc1nc(N2CCN(c3ccccc3)CC2)cc(N2CCN(c3ccccc3)CC2)n1
    1%	0.3%	-22%	-11%	-44%	-0.9%	19%	-8%	0.18	-0.28	0.12	0.26
- CC(C)[C@H](NC(=O)N1CCn2c1nc1ccccc12)C(=O)NC1CC1
    /	0.2%	17%	/	-40%	/	-5%	/	/	/	/	/
- CCOC(=O)CN1CC23C=CC(O2)C(C(=O)NCc2ccc(C)cc2)C3C1=O (stereo not drawn)
    2%	-0.2%	17%	9%	12%	-1.8%	-1%	7%	-0.92	-0.22	-0.45	0.33
- CCOc1ccc(NC(=S)N2CCC(NC(=O)C3CCCCC3)CC2)cc1
    /	/	-10%	-21%	-18%	-0.4%	1%	/	/	/	/	/
- Cc1ccc(C(=O)Nc2ccc(Cl)cn2)cc1
    -5%	-0.2%	-159%	-9%	-13%	0.2%	-5%	-6%	0.43	-0.34	0.026	0.48
- COc1ccc(CNC(=O)c2ccc(Cl)c(NC3=NC4CS(=O)(=O)CC4S3)c2)cc1 (stereo not drawn)
    /	0.5%	12%	-9%[20 µM]	3%	-4.0%	-8%	/	/	/	/	/
- CCc1ccc(NC(=O)Nc2c(C)n(C)n(-c3ccccc3)c2=O)cc1
    -10%	-0.2%	-2%	15%	-34%	-4.3%	1%	-1%	2	-0.32	0.73	-1.2
- O=c1c(F)cn(C2CCCO2)c(=O)n1Cc1c(F)cccc1Cl (stereo not drawn)
    2%	0.1%	22%	-28%	-16%	-3.0%	2%	11%	0.5	-0.23	-0.097	-0.83
- COc1ccc(-n2nnc3c(=O)n(CC(=O)N4CCC(Cc5ccccc5)CC4)cnc32)cc1
    /	0.2%	-4%	24%	-7%	2.1%	0%	/	/	/	/	/
- O=C(NCC(c1cccs1)N1CCOCC1)c1ccccc1NS(=O)(=O)c1ccc(Cl)c([N+](=O)[O-])c1 (stereo not drawn)
    12%	-0.2%	21%	-69%	2%	1.7%	1%	7%	-1.5	-0.0072	-1	0.027
- O=C(O)CC1C(=O)NCCN1Cc1ccc(F)c(F)c1 (stereo not drawn)
    3%	1.1%	4%	-60%	35%	-12%	10%	8%	1.4	-0.14	1.1	-0.32
- Cc1ccc2sc(N(CCN(C)C)C(=O)c3ccc4ccccc4c3)nc2c1C
    /	-0.2%	0%	-32%	-3%	3.1%	2%	/	/	/	/	/
- Cc1cc(NC(=O)CSc2nnc(C3COc4ccccc4O3)n2N)no1 (stereo not drawn)
    6%	-0.3%	1%	-13%	9%	2.1%	-19%	0%	-0.78	-0.13	-0.22	0.34
- CCOC(=O)CSc1ncc(-c2ccccc2)nn1
    6%	-0.2%	3%	16%	12%	-4.2%	-8%	10%	-0.38	0.071	-0.28	1.1
- Cc1cc(C)cc(SCc2noc(C(=O)NCc3ccccc3)c2C(=O)NCc2ccccc2)c1
    5%	-0.1%	3%	-3%	-5%	1.6%	-2%	18%	-0.17	-0.63	0.089	-0.066
- CC(C)c1ccc(C2NC(=S)NC3=C2C(=O)CC(C)(C)C3)cc1 (stereo not drawn)
    11%	0.1%	6%	30%	-18%	-4.3%	-9%	6%	-0.012	-0.2	-0.057	-0.38
- CCOC(=O)CC(=O)CSc1ncnc2c1nnn2-c1ccccc1
    /	0.4%	-9%	-30%	-30%	6.4%	-1%	/	/	/	/	/
- COCCNC(=O)c1cccc(OC2CCN(Cc3ccc(F)c(OC)c3)CC2)c1
    /	-0.4%	7%	-20%[20 µM]	-10%	-0.8%	0%	/	/	/	/	/
- CCN(CC)c1ccc(C(=O)n2cnc3ccccc32)cc1
    12%	-0.1%	-1%	-14%	39%*	3.7%	22%	16%	-0.76	-0.091	-0.23	0.55
- COc1ccc(CCC(=O)NCCS(=O)(=O)N2CCN(c3ccccc3OC)CC2)cc1
    /	0.2%	30%	-29%	-1%	-1.4%	4%	/	/	/	/	/
- COc1ccc(CCNC(=O)C2CCN(S(=O)(=O)c3ccc4c(c3)oc(=O)n4C)CC2)cc1OC
    /	-0.1%	5%	-9%	-11%	-1.8%	5%	/	/	/	/	/
- C=CCN1C(=O)CN=C1NCc1ccccc1
    -6%	-0.2%	3%	7%	-9%	-1.4%	36%	-6%	0.33	-0.3	-0.014	0.17
- CC1(C)Cc2c(sc3nc(-c4cccs4)n(N)c(=O)c23)CO1
    14%	-0.2%	-44%	3%	-10%	-2.8%	-2%	-8%	0.089	-0.13	0.44	-0.87
- COc1cccc(C(C(=O)NC2CCCCC2)N(C(=O)c2ccccn2)c2cccnc2)c1 (stereo not drawn)
    0%	0.1%	9%	-21%	-49%	1.0%	16%	5%	-0.067	-0.32	-0.58	-0.4
- COC(=O)Cc1c(C)c2ccc(OCc3nn[nH]n3)c(C)c2oc1=O
    3%	0.0%	-1%	-11%	14%	21%	3%	-33%	0.38	-0.16	0.53	-0.089
- Cc1ccc(S(C)(=O)=O)cc1C(=O)N1CC(C(N)=O)Oc2ccccc21 (stereo not drawn)
    /	-0.1%	6%	-29%	-14%	-1.0%	-1%	/	/	/	/	/
- CCC(=O)n1nc(-c2ccccc2)nc1N
    1%	-0.1%	9%	-10%	10%	0.6%	0%	-4%	-1.1	-0.21	-1.2	0.27
- Cc1cc(C)nc(SCC(=O)Nc2ncc(Cc3cccc(Cl)c3Cl)s2)n1
    5%	-0.4%	4%	-31%	2%	0.0%	1%	-2%	-0.24	-0.25	-0.19	0.2
- O=C(CC1N=C2c3ccccc3N=C(SCc3ccc(F)cc3)N2C1=O)NCc1ccco1 (stereo not drawn)
    ?	-0.2%	-13%	-24%	-31%	-1.2%	18%	9%	-0.77	-0.27	-0.24	-0.097
- CCC(=O)Nc1nc(-c2cc([N+](=O)[O-])cs2)cs1
    -1%	0.2%	-21%	-23%	0%	-5.6%	-11%	13%	2.4	0.41	0.87	-0.44
- Cc1cc(NS(=O)(=O)c2ccc(NC(=O)c3cc(-c4cccnc4)nc4ccc(Cl)cc34)cc2)no1
    -4%	-0.1%	13%	5%	-9%	-1.6%	22%	15%	0.55	0.31	0.95	1.1
- COc1cccc(NC(=O)Nc2nccc(C)n2)c1
    0%	0.4%	-94%	-3%	5%	0.8%	8%	-4%	-0.66	-0.28	-0.11	0.68
- O=C(COC(=O)c1ccc[nH]c1=O)NCC1CCCO1 (stereo not drawn)
    5%	0.6%	-4%	9%	-39%	-1.5%	8%	-1%	-1.2	-0.23	-0.57	1.1
- O=C(C1CCN(Cc2cccs2)CC1)N1CCN(Cc2ccc3c(c2)OCO3)CC1
    6%	0.1%	-1%	-1%	-9%	-0.7%	1%	-5%	-0.51	-0.21	-0.13	-0.84

Assay outcomes as filed in PubChem BioAssay.
